# STAT3 inh – IL-6 driven STAT3 reporter inhibitors, primary screen, U3A cells, luciferase, luminescence, MLSCN library. actives 0.89% (n = 190,000). AID 862, 2007. inhibition, % at 5.5 µM. IL-6 STAT3-luciferase reporter; host cell line lacks STAT1;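 active means inhibition above the mean inhibition across all screened compounds plus 3 SD, cut at about 44% in these data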;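 further: 0% = DMSO only wells and 100% = 100 µM nifuroxazide control wells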
# STAT1 activator – STAT1 signaling activators, primary screen, cell-based, HTS, luciferase reporter. activation (% of control), % at 5.5 µM. NIH 3T3 STAT1-luciferase reporter, IFN-gamma, luminescence; 100% = IFN-gamma alone, no compound. actives 2.6% (n = 200,000);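 active means activation above the screen-wide mean activation plus 3 SD, cut at about 130% in these data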;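 further: raw ratio to IFN-gamma control signal so 100% means no change and 0% no light; values of inactives mirror those of a sister screen read the other way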
# STAT3 activator – IL-6 driven STAT3 reporter potentiators, primary screen, U3A cells, luciferase, luminescence, MLSCN library; IL-6 STAT3-luciferase reporter; 100% = signal with IL-6 EC80 alone; activation (% of control), % at 5.6 µM; actives 0.91% (n = 190,000); AID 871, 2007;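 active means activation above the screen-wide mean of compound activation plus 3 SD, cut at about 130% in these data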;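 further: 0% = background luminescence of wells with medium and substrate only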
#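 Test system: STAT3-luciferase reporter U3A cells; Detection: reporter luminescence signal; Times: 1 h compound pre-exposure, 6 h IL-6 stimulation, 37 °C; Benchmarks: IL-6-only high control; Also added: IL-6 stimulus at 33 ng/mL final.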
# TLR4-MyD88 BLA – inhibitors of TLR4-MyD88 association in cells, primary screen, cell-based, HeLa CL3-4, BLA complementation, FRET ratio; AID 861, 2007; Toll-like receptor 4 (Homo sapiens) + Myeloid differentiation primary response protein …; actives 0.18% (n = 200,000); HeLa CL3-4 TLR4/MyD88 BLA complementation; inhibition, % at 8.4 µM; in the data active means inhibition above about 25%;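 further: 0% = vehicle and 100% = reference inhibitor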
# Target sequence (O00206 whole entry, looked up): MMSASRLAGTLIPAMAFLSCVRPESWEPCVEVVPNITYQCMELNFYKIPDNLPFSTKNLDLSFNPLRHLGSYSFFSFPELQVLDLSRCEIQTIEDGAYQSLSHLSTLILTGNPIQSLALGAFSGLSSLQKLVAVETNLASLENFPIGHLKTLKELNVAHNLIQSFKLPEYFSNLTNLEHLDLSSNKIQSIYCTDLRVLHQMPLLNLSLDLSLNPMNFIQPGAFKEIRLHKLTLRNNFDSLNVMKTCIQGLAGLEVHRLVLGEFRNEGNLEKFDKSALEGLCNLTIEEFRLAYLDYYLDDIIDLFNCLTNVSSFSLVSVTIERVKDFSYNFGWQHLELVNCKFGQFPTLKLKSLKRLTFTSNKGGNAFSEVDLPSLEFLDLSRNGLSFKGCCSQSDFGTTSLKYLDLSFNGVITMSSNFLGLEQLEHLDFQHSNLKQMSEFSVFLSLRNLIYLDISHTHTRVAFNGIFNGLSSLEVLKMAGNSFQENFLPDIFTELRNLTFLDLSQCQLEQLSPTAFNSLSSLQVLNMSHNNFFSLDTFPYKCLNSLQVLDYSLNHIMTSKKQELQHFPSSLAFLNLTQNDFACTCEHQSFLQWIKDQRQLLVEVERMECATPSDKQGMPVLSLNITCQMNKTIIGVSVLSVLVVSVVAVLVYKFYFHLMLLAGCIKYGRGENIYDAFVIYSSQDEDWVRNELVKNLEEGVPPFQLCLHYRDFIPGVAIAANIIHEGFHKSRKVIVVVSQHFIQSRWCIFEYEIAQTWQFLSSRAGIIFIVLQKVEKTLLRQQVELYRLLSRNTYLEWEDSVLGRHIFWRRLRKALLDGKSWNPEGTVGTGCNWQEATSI
# Target sequence (Q99836 whole entry, looked up): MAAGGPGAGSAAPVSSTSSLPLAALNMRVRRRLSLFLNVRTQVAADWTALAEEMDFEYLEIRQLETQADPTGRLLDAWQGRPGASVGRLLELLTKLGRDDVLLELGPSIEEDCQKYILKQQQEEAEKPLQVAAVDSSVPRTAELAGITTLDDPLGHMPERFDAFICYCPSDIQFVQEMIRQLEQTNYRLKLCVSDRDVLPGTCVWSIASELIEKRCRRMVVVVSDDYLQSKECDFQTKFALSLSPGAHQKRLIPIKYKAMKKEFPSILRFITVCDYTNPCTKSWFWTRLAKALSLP
# Hsp70 act – Hsp70 transcriptional activators, primary screen, cell-based, HeLa, Hsp70 promoter luciferase, luminescence, 10 µM. HeLa Hsp70 promoter luciferase reporter; scaled: vehicle 0, proteasome-inhibitor control 100%. activation, % at 10 µM. actives 0.04% (n = 200,000);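 active means activation above the mean across all tested compounds plus 3 SD, cutoff set per campaign, cut at about 5.5% in these data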;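 further: 100% = MG132 at 30 µM as the positive control and 0% = DMSO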
# DTT redox prof – compounds producing H2O2 with reducing agent – biochemical, NIH compound library profiling, artefact control for MLSCN library redox annotation, primary screen | DTT-dependent redox cycling H2O2, phenol red/HRP absorbance; 100% = 100 µM peroxide control, 0% = buffer | activation, % at 10 µM | actives 0.03% (n = 200,000) | AID 878, 2007;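 active means activation of at least 50% relative to the plate's high and low controls in the primary single-dose screen; inactive means activation below 50%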;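 further: compound incubated with DTT at 0.8 mM final as the reducing agent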
# STAT1 inh – STAT1 signaling inhibitors, primary screen, cell-based, HTS, luciferase reporter. NIH 3T3 STAT1-luciferase reporter, IFN-gamma, luminescence. inhibition, % at 5.5 µM. actives 0.35% (n = 200,000). AID 920, 2007;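 active means inhibition above a set limit, the mean inhibition across all tested compounds plus 3 SD, cut at about 34% in these data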;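 further: 0% = IFN-gamma with DMSO and 100% = IFN-gamma with 300 µM nifuroxazide; values of inactives mirror those of a sister screen read the other way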
# NF-kB expr up – activators of NF-kB expression in neurons, primary screen, cell-based, HTS | human neuronal cells, NF-kB reporter expression; stronger effect = higher value | fold change at 12.5 µM | actives 1.6% (n = 190,000); in the data active means fold change above about 3.3
# APP 5'UTR act – activators of APP 5'UTR luciferase reporter, primary screen, SH-SY5Y cells. SH-SY5Y APP 5'UTR luciferase reporter, luminescence; zero percent = DMSO vehicle wells. activation, % at 2 µM. actives 1% (n = 190,000);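 active means activation above a set limit, based on mean plus 3 SD of controls, cut at about 140% in these data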; further: values of inactives mirror those of a sister screen read the other way
# Efa HMGR inh – inhibitors of E. faecalis class II HMGR, primary screen, biochemical, Enterococcus faecalis. purified E. faecalis HMGR, NADPH absorbance 340 nm kinetic. HMG-CoA reductase (Enterococcus faecalis, mvaE). actives 0.41% (n = 190,000). inhibition, % at 10 µM;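 active means inhibition above a set limit, the median over all tested compounds plus 3 SD, cut at about 9.5% in these data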;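 further: enzyme runs in reverse so mevalonate oxidation gives rising NADPH absorbance; 0% = complete reaction with DMSO and 100% = background rate lacking mevalonate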
# Starred values were filed as active, the others as inactive; nt = no result given.
(1) CN1CCN(C(=O)c2ccc3nc(-c4ccccc4)c(-c4ccccc4)nc3c2)CC1
(2) c1ccc(CSc2nnc(-c3cccnc3)o2)cc1
(3) CCOC(=O)COc1ccc2c(C)cc(=O)oc2c1C(=O)c1ccccc1
(4) Fc1ccc(CNC(=S)NC2CCCCCC2)cc1
(5) O=C1c2ccccc2C(=O)N1CCN1CCc2ccccc21
assay / entry	1	2	3	4	5
STAT3 inh	8	4	6	6	2
STAT1 activator	98	121	98	96	132*
STAT3 activator	101	100	97	103	101
TLR4-MyD88 BLA	-10	-2	0	-8	-4
Hsp70 act	0.2	0.1	-0.3	-0.2	0.1
DTT redox prof	-0.3	-1.0	-0.3	-0.8	-1.3
STAT1 inh	0	-22	1	4	-35
NF-kB expr up	1.1	1.5	1	1.2	1.2
APP 5'UTR act	1	32	-3	23	23
Efa HMGR inh	1	-6	-2	-5	4

(6) COc1cc(NC(=S)NCCCN2CCOCC2)c(OC)cc1Cl
(7) Cc1ccc(NC(=O)Cc2cn(C)c3ccccc23)cc1F
(8) Cc1ccc(C2C3=C(CCCC3=O)Nc3[nH]c(=S)[nH]c(=O)c32)cc1 (configuration not stated)
(9) O=C1C(C=NCc2ccco2)=C(O)c2ccccc21
(10) CN(Cc1ccccc1)C(=O)CNC(=O)Cn1cnc2ccccc2c1=O
assay / entry	6	7	8	9	10
STAT3 inh	4	4	10	-41	-9
STAT1 activator	107	97	97	119	103
STAT3 activator	105	101	98	141*	109
TLR4-MyD88 BLA	0	0	1	0	-13
Hsp70 act	-0.1	0.0	0.3	0.0	-0.5
DTT redox prof	-0.2	-1.3	0.2	-0.6	2.7
STAT1 inh	-7	3	3	-19	-4
NF-kB expr up	0.79	1.4	0.97	1.9	1.3
APP 5'UTR act	4	17	13	98	-4
Efa HMGR inh	-2	-1	-6	-4	0

(11) Nn1c(Nc2ccccc2)nc2sc3c(c2c1=O)CCCC3
(12) Cc1ccc(C(=O)O/N=C(\N)c2ccc(Br)cc2)cc1C
(13) CCc1ccc(-c2cn3c(n2)SCC3)cc1
(14) COc1ccc(CC(NC(C)=O)C(=O)NC2CCN(c3nnnn3-c3ccccc3)CC2)cc1OC (configuration not stated)
(15) O=C(CNc1ccccc1)NN=C1CCCC1
assay / entry	11	12	13	14	15
STAT3 inh	4	19	26	6	-4
STAT1 activator	114	121	154*	101	102
STAT3 activator	99	88	79	100	104
TLR4-MyD88 BLA	-4	-1	-11	-4	12
Hsp70 act	0.1	0.0	0.3	-0.3	-0.1
DTT redox prof	0.0	0.5	-0.7	-0.6	-0.1
STAT1 inh	-14	-22	-56	-1	-4
NF-kB expr up	1.3	2	7.2*	1.3	1.2
APP 5'UTR act	23	-4	100	12	13
Efa HMGR inh	-2	1	-5	-3	-2

(16) COc1ccc(/C(O)=C2/C(=O)C(=O)N(Cc3ccco3)C2c2cccs2)cc1 (configuration not stated)
(17) CC1N(C)c2cc(NC(=O)c3cccs3)c(P(=O)(Nc3ccc([N+](=O)[O-])cc3)N3CCOCC3)cc2C1(C)C (configuration not stated)
(18) COc1ccc(-c2cc(C(=O)N3CCN(c4ccccc4)CC3)no2)cc1OC
(19) Cc1ccc(-c2nnn(CC(=O)N(c3ccccc3)C(C(=O)NC(C)(C)C)c3cccs3)n2)o1 (configuration not stated)
(20) COC(=O)c1ccc(/C=N/NC(=O)CCSc2nc3ccccc3s2)cc1
assay / entry	16	17	18	19	20
STAT3 inh	8	-10	4	5	4
STAT1 activator	104	104	99	89	102
STAT3 activator	99	110	103	98	96
TLR4-MyD88 BLA	8	-13	-1	-4	0
Hsp70 act	-0.4	-0.2	-0.5	-0.2	-0.1
DTT redox prof	-0.3	-1.6	0.1	1.2	0.0
STAT1 inh	-4	-4	1	9	-2
NF-kB expr up	1.2	0.74	1	1.1	1.4
APP 5'UTR act	22	7	2	5	2
Efa HMGR inh	3	-3	0	-5	0

# Part of the list above with just STAT3 inh, Hsp70 act and APP 5'UTR act:
No. | canonical_smiles | STAT3 inh | Hsp70 act | APP 5'UTR act
4 | Fc1ccc(CNC(=S)NC2CCCCCC2)cc1 | 6 | -0.2 | 23
16 | COc1ccc(/C(O)=C2/C(=O)C(=O)N(Cc3ccco3)C2c2cccs2)cc1 (configuration not stated) | 8 | -0.4 | 22

# (cont.)
(21) Cc1ccc(-n2c(=S)[nH]c3sc4c(c3c2=O)CCc2ccccc2-4)cc1
(22) Cc1ccc(S(=O)(=O)N2CCN(S(=O)(=O)N3CCCCCC3)CC2)cc1
(23) Cc1ccc(Cn2c(NC(=O)c3ccco3)nc3ccccc32)cc1
(24) CN1Cc2cc(C(=O)c3ccccc3O)cnc2NC1=O
(25) Nc1ccc2[nH]ncc2c1
assay / entry	21	22	23	24	25
STAT3 inh	-5	13	11	-8	2
STAT1 activator	105	97	98	100	100
STAT3 activator	104	93	99	110	100
TLR4-MyD88 BLA	-3	-7	-20	18	10
Hsp70 act	0.1	0.0	0.1	-0.3	-0.2
DTT redox prof	0.3	-1.0	2.3	-3.5	0.8
STAT1 inh	-5	1	2	0	0
NF-kB expr up	1	1.1	1.3	1.5	0.99
APP 5'UTR act	30	-17	-3	18	3
Efa HMGR inh	-1	3	-2	-6	-2

(26) N#Cc1c(Nc2ccccc2)c(/C=N/NCCO)c[nH]c1=O
(27) O=Cc1ccc(OCc2cccc(C(F)(F)F)c2)cc1O
(28) COc1ccc(Nc2nc(Cl)nc(NCc3ccco3)n2)c(OC)c1
(29) COc1ccc(CCn2c(Br)nc3c2c(=O)[nH]c(=O)n3C)cc1
(30) CC(=O)Nc1ccc(S(=O)(=O)Nc2nnc(CC(C)(C)C)s2)cc1
assay / entry	26	27	28	29	30
STAT3 inh	6	7	15	19	15
STAT1 activator	102	100	100	98	98
STAT3 activator	96	98	92	93	94
TLR4-MyD88 BLA	1	18	9	9	-9
Hsp70 act	-0.2	-0.2	-0.1	0.3	-0.1
DTT redox prof	0.3	-1.7	-3.2	0.7	0.4
STAT1 inh	-4	0	0	2	2
NF-kB expr up	1	1.2	1.1	0.94	1.4
APP 5'UTR act	10	6	17	17	-2
Efa HMGR inh	2	0	-2	-2	1

(31) CC(C)CCN1CCN(C/C=C/c2ccco2)CC1CCO (configuration not stated)
(32) COc1ccc(/C=C/C=N/NC(=O)COc2ccc(OC)cc2)cc1
(33) CCC(C)(C)NC(=O)C(c1cccn1C)N(C(=O)Cn1nnc2ccccc21)c1ccc(OC)cc1 (configuration not stated)
(34) Cc1ccc(SCCOCCN2CCc3ccccc3C2)cc1
(35) CC1CN(C(=O)C(C)N2CCN(c3ccccc3Cl)CC2)CC(C)O1 (configuration not stated)
assay / entry	31	32	33	34	35
STAT3 inh	1	-9	6	1	-4
STAT1 activator	108	106	90	94	96
STAT3 activator	110	106	98	101	104
TLR4-MyD88 BLA	7	2	-3	-16	9
Hsp70 act	-0.1	-0.1	-0.4	0.0	-0.1
DTT redox prof	-1.7	0.0	0.8	-0.5	-1.2
STAT1 inh	-10	-6	11	7	5
NF-kB expr up	0.93	1.1	1.3	0.99	1.3
APP 5'UTR act	-5	2	-7	7	-13
Efa HMGR inh	-5	0	-2	1	-6

(36) O=c1[nH][nH]c(-c2ccccc2)c1C=Nc1ccccc1Cl
(37) CCCCCC(=O)Nc1ccc(N2CCN(CC)CC2)c(Cl)c1
(38) Cc1[nH]oc(=O)c1N=Nc1ccccc1
(39) COC(=O)C1CCN(C(=O)COc2ccc(Cl)cc2)CC1
(40) O=C(N1CCCCCC1)N1CCN(C(=O)N2CCOCC2)CC1
assay / entry	36	37	38	39	40
STAT3 inh	0	0	10	8	6
STAT1 activator	96	112	97	102	103
STAT3 activator	100	106	94	96	98
TLR4-MyD88 BLA	-3	3	0	7	7
Hsp70 act	-0.2	-0.1	-0.4	-0.1	0.0
DTT redox prof	-4.3	-2.5	0.0	-0.1	-0.4
STAT1 inh	4	-12	3	-2	-5
NF-kB expr up	1.3	1.6	1.1	1.1	1.4
APP 5'UTR act	10	50	6	nt	10
Efa HMGR inh	-2	-4	-3	-2	0

(41) Cc1nn(-c2ccccc2)c(Cl)c1C(=O)N1CCN(c2ncnc3c2cnn3-c2ccccc2)CC1
(42) CC(=O)c1ccc(N2CCN(C(=O)Cc3n[nH]c(=O)c4ccccc34)CC2)cc1
(43) Cc1ccc(-c2nnc(-c3ccc(NC(=O)c4ccco4)cc3)o2)cc1
(44) COc1ccccc1/C=C\C=N\n1c(-c2ccc(Cl)cc2Cl)n[nH]c1=S
(45) CCc1cccc(NC(=O)CCC(=O)O)c1
assay / entry	41	42	43	44	45
STAT3 inh	15	8	14	10	-3
STAT1 activator	93	94	102	93	94
STAT3 activator	91	100	91	95	101
TLR4-MyD88 BLA	-1	-5	-1	-4	-11
Hsp70 act	-0.3	0.2	1.6	-0.1	0.0
DTT redox prof	2.2	-0.7	1.1	-0.7	-0.1
STAT1 inh	8	6	-2	8	7
NF-kB expr up	0.32	1.1	1.1	1.1	1.4
APP 5'UTR act	13	-12	nt	3	2
Efa HMGR inh	-4	13*	2	-6	7

# Compounds listed so far with an NH in an aromatic ring:
(8) Cc1ccc(C2C3=C(CCCC3=O)Nc3[nH]c(=S)[nH]c(=O)c32)cc1 (configuration not stated)
(21) Cc1ccc(-n2c(=S)[nH]c3sc4c(c3c2=O)CCc2ccccc2-4)cc1
(25) Nc1ccc2[nH]ncc2c1
(26) N#Cc1c(Nc2ccccc2)c(/C=N/NCCO)c[nH]c1=O
(29) COc1ccc(CCn2c(Br)nc3c2c(=O)[nH]c(=O)n3C)cc1
(36) O=c1[nH][nH]c(-c2ccccc2)c1C=Nc1ccccc1Cl
(38) Cc1[nH]oc(=O)c1N=Nc1ccccc1
assay / entry	8	21	25	26	29	36	38
STAT3 inh	10	-5	2	6	19	0	10
STAT1 activator	97	105	100	102	98	96	97
STAT3 activator	98	104	100	96	93	100	94
TLR4-MyD88 BLA	1	-3	10	1	9	-3	0
Hsp70 act	0.3	0.1	-0.2	-0.2	0.3	-0.2	-0.4
DTT redox prof	0.2	0.3	0.8	0.3	0.7	-4.3	0.0
STAT1 inh	3	-5	0	-4	2	4	3
NF-kB expr up	0.97	1	0.99	1	0.94	1.3	1.1
APP 5'UTR act	13	30	3	10	17	10	6
Efa HMGR inh	-6	-1	-2	2	-2	-2	-3

(42) CC(=O)c1ccc(N2CCN(C(=O)Cc3n[nH]c(=O)c4ccccc34)CC2)cc1
(44) COc1ccccc1/C=C\C=N\n1c(-c2ccc(Cl)cc2Cl)n[nH]c1=S
assay / entry	42	44
STAT3 inh	8	10
STAT1 activator	94	93
STAT3 activator	100	95
TLR4-MyD88 BLA	-5	-4
Hsp70 act	0.2	-0.1
DTT redox prof	-0.7	-0.7
STAT1 inh	6	8
NF-kB expr up	1.1	1.1
APP 5'UTR act	-12	3
Efa HMGR inh	13*	-6

# Screening results from PubChem BioAssay.
